Integrin act MD = integrin-mediated muscular dystrophy alleviation activation | Potency, µM (series often up to 38.3 µM), inactives show top-dose activation, actives largely listed as activators | 0.064% of 350,000 active | alpha7betagal myoblasts, beta-gal FDG fluorescence, 48 h;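 note: potency is the fitted concentration of half-maximal effect; 100% = response of the positive control SU9516; nearly all actives have a fitted effect of over 60% in size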
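alpha7betagal+/- myoblasts (passage 13, 250/well) treated 48 h at 37C with compounds at 1:260 dilution of DMSO stock. Lysed, then beta-galactosidase activity read as FDG fluorescence (ex 480/em 540) after 30 min, with pre-read for autofluorescence.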
TSG101-PTAP inh = blocks PTAP/TSG101 interaction to inhibit HIV-1 budding; AID 493005; Potency, µM (series often up to 115 µM), inactives show top-dose activity change, negative = inhibition, most hits filed as inhibitors; Fluorescence polarization, FITC-PTAP peptide / Tsg101 binding; 340,000 tested, under 10 active; active = well fitted inhibition curve with a large enough effect in the main read-out, with a control signal flat, not every such curve was filed as active; inconclusive = small, poorly fitted or top-dose-only effect, or effect the other way, or a change in a side signal; inactive = no such curve, though single readings can be large or run the other way; note: potency is the fitted concentration of half-maximal effect; % of control where 0% means no effect
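Steps: Tsg101 binding domain dispensed (10 uM final), compounds pinned in DMSO, FITC-labeled PTAP-motif peptide added (50 nM final); after 20 min binding at room temperature, polarization measured.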
BRCA1 expr up = increases BRCA1 expression | MCF7-BRCA1-FFLuc reporter, luminescence, 48 h; response scale: scaled: vehicle 0%, 10 µM genistein 100% | Potency, µM (doses to about 46.1 µM), inactives show at the top dose activation, actives largely listed as activators | 1.1% of 380,000 active; note: potency is the fitted concentration of half-maximal effect; nearly all actives have a fitted effect of over 80% in size; some results filed as inactive show a strong effect at the top dose
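MCF7-BRCA1-FFLuc cells, 2000/well in phenol-red-free MEM, attached 2 h then treated 48 h at 37 C. Luciferase luminescence read 15 min after reagent; normalized to genistein maximum activation (10microM) and DMSO, concentration-response fitted.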
B2AR arrestin = recruits beta-arrestin to the human beta2-adrenergic receptor; 0.02% of 330,000 active; Potency, µM (doses to about 46.1 µM), inactives show at the highest dose activation, usual class: activators; AID 492947; beta-arrestin recruitment to beta2AR, cell-based reporter; P07550;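 note: potency is the fitted concentration of half-maximal effect; 0% = DMSO controls and full agonism = EC100 isoproterenol or metaproterenol; nearly all actives have a fitted effect of over 65% in size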
Target sequence (P07550 whole entry, looked up): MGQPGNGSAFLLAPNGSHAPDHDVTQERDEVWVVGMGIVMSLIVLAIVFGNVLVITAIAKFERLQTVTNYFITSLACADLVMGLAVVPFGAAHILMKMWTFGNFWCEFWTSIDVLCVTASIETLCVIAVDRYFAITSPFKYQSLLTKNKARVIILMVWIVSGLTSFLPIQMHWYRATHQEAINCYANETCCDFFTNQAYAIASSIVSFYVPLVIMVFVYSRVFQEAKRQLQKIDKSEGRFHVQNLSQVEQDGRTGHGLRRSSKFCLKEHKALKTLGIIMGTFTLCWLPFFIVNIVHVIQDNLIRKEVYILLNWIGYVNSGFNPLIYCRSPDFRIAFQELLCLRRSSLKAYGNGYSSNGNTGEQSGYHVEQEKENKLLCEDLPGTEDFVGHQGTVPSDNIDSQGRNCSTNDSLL
S-ASM inh = inhibitors of human secretory acid sphingomyelinase | placental ASM, HMU-PC fluorogenic substrate, 60 min | 0.006% of 340,000 active | Potency, µM (titrated, usually from 57.5 µM), inactives show at the highest dose activity change, negative = inhibition, actives largely listed as inhibitors | AID 504937 | P17405; note: potency is the fitted concentration of half-maximal effect
Target sequence (P17405 47-631 limits assumed): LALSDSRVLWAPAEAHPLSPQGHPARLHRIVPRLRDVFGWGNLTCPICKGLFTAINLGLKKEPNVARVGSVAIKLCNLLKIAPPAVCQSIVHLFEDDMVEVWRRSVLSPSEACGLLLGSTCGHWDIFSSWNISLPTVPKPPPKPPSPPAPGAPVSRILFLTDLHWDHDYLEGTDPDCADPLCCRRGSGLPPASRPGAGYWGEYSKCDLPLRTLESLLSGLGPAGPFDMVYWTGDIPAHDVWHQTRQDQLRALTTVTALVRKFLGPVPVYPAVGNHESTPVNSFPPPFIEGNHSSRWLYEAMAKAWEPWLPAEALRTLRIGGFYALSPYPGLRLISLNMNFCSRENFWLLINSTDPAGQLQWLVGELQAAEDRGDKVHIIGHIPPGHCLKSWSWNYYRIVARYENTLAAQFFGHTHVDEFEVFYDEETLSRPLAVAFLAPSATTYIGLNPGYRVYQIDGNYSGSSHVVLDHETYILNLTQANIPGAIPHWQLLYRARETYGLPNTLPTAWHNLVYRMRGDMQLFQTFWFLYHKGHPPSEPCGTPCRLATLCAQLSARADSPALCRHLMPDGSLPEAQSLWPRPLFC
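HMU-PC0 cleavage (9 uM final) by human placental ASM, 60 min at 37 °C following 10 min compound exposure at RT; stopped at pH 10, fluorescence Ex 386/Em 447 nm.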
ELG1 genotox = genotoxicity induction in ELG1-luciferase HEK293T cells | 1.3% of 330,000 active | Potency, µM (doses to about 46 µM), without a hit: at the highest dose activity change, positive = activation, most hits filed as activators | HEK293T ELG1-luciferase reporter, luminescence, 16 h; note: potency is the fitted concentration of half-maximal effect; % of control where 0% means no effect; nearly all actives have a fitted effect of over 60% in size
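DMSO vehicle served as control against compound-treated ELG1-luciferase HEK293T cells; exposure lasted 16 hr at 37 °C and 5% CO2, followed by ONE-Glo luminescence detection after 30 min.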
uPA surface inh = cell surface uPA generation inhibition. cell surface uPA generation assay, qHTS. Potency, µM (series often up to 38.3 µM), for inactives: at the highest dose activity change, negative = inhibition, actives largely listed as inhibitors. 0.31% of 330,000 active; active = well fitted inhibition curve with a large enough effect; inconclusive = small, poorly fitted or top-dose-only effect; inactive = no such curve, though single readings can be large or run the other way; tested in mouse RAW 264.7 cells; note: potency is the fitted concentration of half-maximal effect; % is set by controls: 0 for no effect and ±100 for the full control effect; nearly all actives have a fitted effect of over 55% in size
USP2a block = USP2a (human) protease inhibition; USP2 core, Ub-CHOP2 coupled fluorogenic reporter, 485/531; Potency, µM (highest dose often 38.3 µM), for inactives: top-dose activity change, negative = inhibition, usual class: inhibitors; 0.01% of 330,000 active;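 note: potency is the fitted concentration of half-maximal effect; plate controls were DMSO wells for no effect and full inhibition by NEM control for full effect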
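Cell-free coupled assay: 10nM USP2 core preincubated 30min RT with compound in Tris-HCl pH 8.0/CaCl2/CHAPS buffer, then 25nM Ub-CHOP2 and 25nM reporter substrate; fluorescence (Ex 485/Em 531) read after 60min RT, normalized to NEM inhibition, concentration-response curves fitted.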
p53 reactivator = re-activators of mutant p53; H1299 p53-A138V BP100-luciferase reporter, luminescence, 24 h; Potency, µM (series often up to 92.2 µM), for the others: top-dose activity change, positive = activation, hits mostly activators; AID 504706; 0.063% of 320,000 active; note: potency is the fitted concentration of half-maximal effect; % of control where 0% means no effect; nearly all actives have a fitted effect of over 45% in size
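p53-null H1299 cells stably carrying temperature-sensitive p53-A138V and a BP100-luciferase reporter were pinned with compounds (4-point, 1:5 series) and held 24 hrs at 37 deg C. Luminescence was read 10 min after detection reagent.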
Eya2 inh = inhibitors of human Eya2 phosphatase activity; O00167; recombinant Eya2, OMFP fluorescence dephosphorylation (OMFP is methylfluorescein phosphate); Potency, µM (doses to about 76.9 µM), without a hit: at the top dose activity, negative = inhibition, usual class: inhibitors; 0.006% of 330,000 active; note: potency is the fitted concentration of half-maximal effect; % is set by controls: 0 for no effect and ±100 for the full control effect
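Eya2 (0.2 uM) preincubated 10 min at ambient with compound, then OMFP substrate added at 50 uM; 10 min reaction in 50 mM HEPES pH 7.5, 50 mM NaCl, 5 uM MgCl2, 0.05% BSA, 1 mM DTT. Fluorescence read at Ex 485/Em 525 nm.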
TRPV1 agonist = activates the human vanilloid receptor TRPV1; TRPV1-expressing cells, Fluo-8 calcium influx, agonist mode; 0.19% of 320,000 active; AID 540275; activation, % at 8.33 µM; Q8NER1; in the data active = activation above about 80%; inconclusive = between about 30% and that limit; note: 0% is about no effect
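Fluo-8 calcium influx in TRPV1-expressing cells, kinetic read (ex 480/em 520 nm). Compound added and read 3 min for agonist activity, followed by capsaicin at EC20 final and 2 min further read for enhancement.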
Starred values were filed as active, the others as inactive; ? = inconclusive; · = not tested or not shown; [ ] = remark or other dose. Unless noted, calls come from the whole dose curve; as a rule, active = well fitted curve in the direction sought with a large enough effect; inconclusive = small, poorly fitted or top-dose-only effect, or another doubt; inactive = no such curve, though single readings can be large; an effect the other way counts as inactive or inconclusive. Rows are unselected (roughly 2.6% active in at least one column).

SMILES	Integrin act MD	TSG101-PTAP inh	BRCA1 expr up	B2AR arrestin	S-ASM inh	ELG1 genotox	uPA surface inh	USP2a block	p53 reactivator	Eya2 inh	TRPV1 agonist
COc1ccc(OC)c(-c2nc(C(=O)NC3CCN(Cc4ccccc4)CC3)cc3c2[nH]c2ccccc23)c1	-35%	2%	-38%	0.1%	22%	-4%	-19%	1%	·	0%	3
CCCc1n[nH]c(=S)n1Cc1ccco1	0%	71%[activator]	25%	-0.6%	4%	-1%	4%	5%	-4%	6%	3
CCOC(=O)C(CC)Sc1ncnc2nc[nH]c12 (centres undefined)	-18%	-9%	4%	-0.1%	2%	0%	2%	1%	8%	9%	0
O=C(CSc1nc2nn(-c3ccccc3)c(=O)c-2c2n1CCCCC2)Nc1cccc(F)c1	?	-6%	-30%	0.4%	-18%	1%	2%	-2%	-3%	-14%	·
Cc1ccccc1NC(=O)C(=O)NCCCN1CCOCC1	14%	0%	-8%	-0.1%	2%	13%	-2%	1%	-1%	-7%	2
CC(Sc1nnc(N)s1)c1ccccc1Cl (centres undefined)	-19%	1%	1%	-0.5%	1%	4%	2%	-1%	-5%	-11%	-2
O=C1c2ccccc2C(=O)N1c1cccnc1	28%	-2%	-3%	·	5%	·	8%	·	·	·	0
CC(OC(=O)c1cccc(-n2cnnn2)c1)c1nc2ccccc2c(=O)[nH]1 (centres undefined)	11%	-3%	-1%	-0.4%	-4%	-1%	-2%	-6%	5%	-7%	-10
O=C(Nc1cccc(/C=C/c2ccccn2)c1)c1cc(Cl)ccn1	-20%	-5%	?	0.1%	-1%	?	0%	0%	15%	-2%	30
CN(CC1CCN(CCc2cccc(C(F)(F)F)c2)CC1)C(=O)c1ccc(F)cc1	-6%	2%	-45%	0.2%	2%	-7%	-2%	0%	?	9%	1
O=C(N(c1ccccc1)c1ccccc1)N(c1ccccc1)c1ccccc1	7%	-1%	-35%	0.8%	-7%	-4%	-27%	2%	2%	-10%	24
CN(c1ccccc1C(=O)Nc1cccc(Cl)c1Cl)S(C)(=O)=O	9%	-8%	1%	-0.3%	3%	3%	-1%	1%	-3%	14%	4
NS(=O)(=O)c1ccc(NC(=O)c2ccc(COc3ccccc3)o2)cc1	-26%	0%	-4%	-0.9%	-3%	23%	3%	2%	3%	-5%	25
Cc1noc(C)c1S(=O)(=O)Nc1ccc(C(=O)N2CCc3ccccc3C2)cc1	-4%	-5%	-3%	-1.0%	1%	-3%	-1%	3%	-15%	29%	2
C=C(C)C(=O)Nc1cccc(C2=NOC3(C2)C[C@@H](C(N)=O)N(C(=O)/C(C)=C/C)C3)c1 (some centres undefined)	-12%	-3%	-3%	0.4%	-6%	0%	13%	1%	-3%	12%	-2
CN(C)CCNC(=O)C(=O)C1C(=O)Nc2ccccc21 (centres undefined)	·	·	·	0.1%	·	-2%	·	3%	3%	10%	-3
Cc1cc(C=O)c(O)cc1O	41%	-7%	10%	-0.8%	13%	2%	?	3%	·	7%	4
Cc1ccc(C(=O)N2CCOCC2)c(F)c1F	13%	-2%	-9%	-0.3%	-4%	0%	-1%	0%	-2%	-10%	-5
O=c1[nH]c2cccnc2n(CCNc2ncc(C(F)(F)F)cc2Cl)c1=O	-20%	-1%	45%	0.4%	-1%	-1%	-4%	-1%	2%	4%	0
Cc1nn(Cc2ccccc2)c(C)c1C(=O)N1CCN(CC(=O)Nc2ccc(F)cc2)CC1	12%	1%	10%	-0.2%	4%	0%	-4%	-1%	0%	-22%	3
CCCCCCCCCCCCN1[C@@H](CC(C)=O)c2cc(C(F)(F)F)ccc2S1(=O)=O	-8%	1%	0%	·	-3%	·	6%	·	·	·	·
Cc1noc(C)c1C(c1ccccc1)c1ccccc1	-18%	-2%	5%	-0.2%	-2%	1%	·	2%	0%	-33%	9
O=[N+]([O-])c1ccc(N2CCOCC2)c(S(=O)(=O)N2CCOCC2)c1	4%	-3%	1%	-0.1%	-2%	3%	0%	-1%	8%	-22%	2
CC(=O)c1ccc(N=c2scc(C)n2C(C)C)cc1	-11%	-3%	36%	-0.6%	22%	5%	6%	2%	-1%	2%	?
Cc1ccc(NC(=O)N(Cc2cccnc2)Cc2ccco2)cc1C	-7%	-4%	-16%	-1.0%	1%	-1%	·	-1%	-12%	-7%	2

Three compounds already listed, arranged by the value under S-ASM inh, falling:
molecule | Integrin act MD | TSG101-PTAP inh | B2AR arrestin | S-ASM inh | uPA surface inh | p53 reactivator | Eya2 inh | TRPV1 agonist
Cc1noc(C)c1C(c1ccccc1)c1ccccc1 | -18% | -2% | -0.2% | -2% | · | 0% | -33% | 9
CCCCCCCCCCCCN1[C@@H](CC(C)=O)c2cc(C(F)(F)F)ccc2S1(=O)=O | -8% | 1% | · | -3% | 6% | · | · | ·
O=C(N(c1ccccc1)c1ccccc1)N(c1ccccc1)c1ccccc1 | 7% | -1% | 0.8% | -7% | -27% | 2% | -10% | 24

Additional structures
SMILES	Integrin act MD	TSG101-PTAP inh	BRCA1 expr up	B2AR arrestin	S-ASM inh	ELG1 genotox	uPA surface inh	USP2a block	p53 reactivator	Eya2 inh	TRPV1 agonist
CC(=O)Nc1ccc(S(=O)(=O)NCC(=O)OCC(=O)N2CCc3ccccc32)cc1	4%	-6%	-7%	0.4%	2%	1%	-2%	1%	4%	2%	2
COc1ccccc1-c1cnn2c(NCc3ccccc3)cc(C)nc12	3%	-4%	?	0.0%	16%	5%	-2%	1%	5%	4%	1
COc1ccc(/C=C\c2cc(OC)c(OC)cc2CC[N+](C)(C)C)cc1OC	-11%	0%	-19%	-1.4%	37%[activator]	2%	-3%	-2%	0%	-10%	-1
COc1ccccc1C(=O)NC(=O)COC(=O)CN1C(=O)NC2(CCCCC2C)C1=O (centres undefined)	-12%	-9%	-4%	-0.2%	2%	-10%	0%	3%	4%	9%	-1
COc1cc(Cl)c(C)cc1NC(=S)NN	14%	-2%	-25%	-0.1%	2%	-9%	5%	-3%	0%	6%	-5
NC(=O)c1cc([N+](=O)[O-])ccc1NCc1ccccn1	16%	-3%	4%	0.0%	-5%	7%	-1%	0%	14%	19%	2
CSc1ccc(S(=O)(=O)NCc2ccc(Cl)cc2)cc1	-15%[7.66 µM]	-5%	-9%	-0.4%	-5%	1%	·	1%	-4%	10%	·
C=CCN1C(=O)N(CC=C)c2cccc3cccc1c23	-6%	-1%	-9%	0.1%	-9%	1%	4%	-1%	-2%	-21%	12
O=C(CCC(=O)N1CCOc2ccc(Cl)cc21)NCc1ccccc1	-5%	-2%	0%	-0.9%	2%	0%	-6%	2%	7%	-2%	5
O=C(Nc1ccccc1[N+](=O)[O-])c1cc2ccccc2nc1Cl	?	-5%	0%	-0.1%	-1%	8%	3%	12%	7%	3%	6
CC(=O)c1cccc(NC(=O)c2ccc(NS(=O)(=O)c3c(C)noc3C)cc2)c1	?	0%	-1%	0.2%	-11%	5%	2%	0%	-8%	12%	3
Cc1ccc2nc(NC(=O)Cn3nc(C)c([N+](=O)[O-])c3C)sc2c1	-3%	-1%	14%	-0.5%	-2%	-1%	-1%	-1%	6%	1%	0
O=C(NCc1ccco1)c1ccc2c(c1)C(=O)N(Cc1ccccc1)C2=O	-6%	-4%	-2%	-0.7%	-4%	0%	10%	-4%	3%	-23%	20
O=C(Nc1ccc(S(=O)(=O)Nc2nccs2)cc1)/C(=C/c1ccccc1Cl)NC(=O)c1ccccc1	21%	2%	-2%	-0.5%	-1%	1%	-1%	2%	-7%	-7%	3
Cc1ccccc1NC(=O)CSCc1nc(N)nc(Nc2ccccc2C)n1	3%	0%	28%	-0.6%	4%	8%	-4%	1%	-2%	2%	5
O=C(Nc1nc(-c2cccc3ccccc23)cs1)c1ccc2c(c1)S(=O)(=O)c1ccccc1C2=O	7%	-1%	?	-0.1%	-1%	?	1%	0%	8%	-4%	3
CCc1[nH]nc(C(=O)N2CCCC(C(=O)c3cccc(OC(C)C)c3)C2)c1C (centres undefined)	-40%	-4%	-1%	-1.0%	1%	-3%	-6%	-2%	-4%	6%	12
Cc1ccc2oc(=O)n(CC(=O)OCCC(C)C)c2c1	7%	2%	-16%	-0.9%	4%	-1%	0%	3%	1%	0%	22
Cc1ccc(Cl)cc1N(CC(=O)NCc1ccccc1)S(C)(=O)=O	-1%	2%	-15%	-0.1%	4%	0%	6%	2%	-35%[inhibitor]	0%	0
CCOC(=O)COc1cccc2c(=O)n(CC(N)=O)ccc12	14%	-8%	7%	-0.8%	6%	1%	0%	1%	-4%	2%	4
Cc1cc(OC(=O)c2c(C)cc(OC(=O)c3c(C)cc(O)cc3O)cc2O)cc(O)c1C(=O)O	7%	-5%	3%	·	-3%	·	-4%	·	·	·	·
COC(=O)c1c(-c2cc(C)ccc2C)csc1NC(=O)C1CC=CCC1C(=O)O (centres undefined)	-25%	-2%	-5%	0.2%	-3%	-4%	·	-5%	16%	-5%	-1
